# Source: PubChem
# FBPA Giardia inh: blocks Giardia fructose-bisphosphate aldolase activity | A8B2U2 | purified Giardia FBPA | Potency, µM (top dose mostly 59.6 µM), for inactives: at the top dose activity, negative = inhibition, actives largely listed as inhibitors | actives 0.71% (n = 290,000) | AID 2451; active means well fitted inhibition curve with a large enough effect; inconclusive means small, poorly fitted or top-dose-only effect, or effect the other way; further: nearly all actives have a fitted effect of over 55% in size
# Target sequence (A8B2U2 whole entry, looked up): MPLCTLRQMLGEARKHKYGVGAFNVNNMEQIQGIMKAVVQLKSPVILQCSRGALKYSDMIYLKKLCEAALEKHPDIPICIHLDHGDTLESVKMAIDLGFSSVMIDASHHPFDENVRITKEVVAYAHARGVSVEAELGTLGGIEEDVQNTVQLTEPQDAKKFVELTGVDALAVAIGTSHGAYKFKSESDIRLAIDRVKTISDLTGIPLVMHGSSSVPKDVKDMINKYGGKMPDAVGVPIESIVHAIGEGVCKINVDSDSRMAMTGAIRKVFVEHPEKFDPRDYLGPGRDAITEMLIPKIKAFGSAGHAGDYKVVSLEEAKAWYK
#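 Giardia FBPA (40 nM reagent) was preincubated 10 min at RT with compound (up to 57.5 uM final), then substrate plus GAPDH/TPI/NAD/arsenate coupling system with diaphorase/resazurin was added; resorufin fluorescence (525/598 nm) was read after 20 min.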
# An asterisk follows results filed as active; ? = inconclusive; & = joins results of further samples; [ ] = remark or other dose. On the % scale 0 is the no-effect control and ±100 the full control effect; potency means the concentration at half of the fitted maximal effect. This is a subset; the hit share may differ from the screen's.
SMILES,FBPA Giardia inh
CC(=O)OC1C(=O)[C@@]2(C)C(O)CC3OC[C@]3(OC(C)=O)C2C(OC(=O)c2ccccc2)[C@]2(O)CC(OC(=O)C(O)C(NC(=O)c3ccccc3)c3ccccc3)C(C)=C1C2(C)C (some centres undefined),0.0%
Cc1ccc(-c2nn(CC(C)(C)C)c3ncnc(N)c23)cc1,1.7%
COC(=O)c1ccc(C(NC(=O)OCc2ccccc2)/C(=C/[C@@H](C)C(=O)Nc2ccc(OC)cc2)c2cccnc2)cc1 (some centres undefined),-2.9%
CNC(C)[C@H](O)c1ccccc1 (some centres undefined),-0.9%
CCC/C=C(\CCC)C(NC(=O)c1ccc(C(F)(F)F)cc1)c1ccccc1 (centres undefined),0.0%
COCCNc1nc(-c2cccc(NS(C)(=O)=O)c2)nc2ccccc12,-19.4%
CCCCC1=CC2=C(c3ccco3)C(=O)C(C)(OC(=O)c3ccc(Cl)nc3)C(=O)C2=CO1 (centres undefined),-0.5%
CO[C@H]1C[C@@H](O[C@@H]2[C@H](C)[C@H](O[C@@H]3O[C@@H](C)C[C@@H](N(C)C)[C@@H]3O)[C@H](C)C[C@]3(CO3)C(=O)[C@H](C)[C@H](O)[C@H](C)[C@H](C)OC(=O)[C@@H]2C)O[C@@H](C)[C@H]1O,0.8%[21.7 µM]
CC(C)Oc1cccc(-n2c(CCc3c[nH]c4ccc(Br)cc34)nc3ccccc3c2=O)c1,-4.1%
CCCCCCCCCCCCCCCC(=O)NCC(=O)O,-0.6%
CC(=O)c1ccc(C2C=CC(Oc3ccc(F)cc3C)C(CO)O2)cc1 (centres undefined),-6.1%[12.9 µM]
Cc1ccc(CNC(=O)[C@@H]2C[C@H]2[C@@H](NP(=O)(c2ccccc2)c2ccccc2)c2ccccc2)o1,5.3%

# The last three entries of the section before are carried over, then new ones follow.
SMILES,FBPA Giardia inh
CCCCCCCCCCCCCCCC(=O)NCC(=O)O,-0.6%
CC(=O)c1ccc(C2C=CC(Oc3ccc(F)cc3C)C(CO)O2)cc1 (centres undefined),-6.1%[12.9 µM]
Cc1ccc(CNC(=O)[C@@H]2C[C@H]2[C@@H](NP(=O)(c2ccccc2)c2ccccc2)c2ccccc2)o1,5.3%
CC(=O)N1CCC2(CCCN(C(c3ccccc3)c3ccccc3)C2)CC1,-4.7%
COc1ccc(CCNC[C@@H](O)c2ccc(O)cc2)cc1OC,-0.8%
CCOC(=O)C1Oc2ccccc2C(c2ccccc2)=C1C(C)=O (centres undefined),10.0%[89.2 µM]
COC(=O)C1C[C@@H]2C3=C(C(=O)[C@@](C)(NC(=O)c4ccccc4)C3[C@H](C(=O)OC)C1)[C@H](C)n1c(=O)n(-c3ccccc3)c(=O)n12 (some centres undefined),3.0%
Cc1csc(B(O)O)c1,6.2%
NCCCCCc1cnc[nH]1,?
COc1cccc(-c2ccc3ncnc(NC4CC4)c3c2)c1,0.2%
CCCNC(=O)OC[C@@H]1O[C@H](CCO/N=C\[C@@H](C)[C@H](OCc2ccccc2)C(C)C)C=C[C@@H]1Oc1ccc(OC)cc1,-1.0%[12.9 µM]
Clc1cccc(SC2CCNCC2)n1,7.6%
CC#CC(C)C(OCOC)C(CC(C)Cc1cc(Br)cc(OCc2ccccc2)c1OC)OC (centres undefined),0.8%[12.9 µM]
COc1ccc(C2CC(c3ccccc3)Oc3c(C)ccc(C(C)C)c32)cc1 (centres undefined),0.2%&1.9%
Cc1oc(C)c(C(=O)Nc2ccccc2)c1C,0.3%

# Four of the compounds above, tab-delimited:
molecule	FBPA Giardia inh
COC(=O)C1C[C@@H]2C3=C(C(=O)[C@@](C)(NC(=O)c4ccccc4)C3[C@H](C(=O)OC)C1)[C@H](C)n1c(=O)n(-c3ccccc3)c(=O)n12 (some centres undefined)	3.0%
Cc1csc(B(O)O)c1	6.2%
NCCCCCc1cnc[nH]1	?
COc1cccc(-c2ccc3ncnc(NC4CC4)c3c2)c1	0.2%

# Further structures follow:
SMILES,FBPA Giardia inh
COc1c(O)c(O)c2cc(OC)c3c(OC)cc(=O)c4c5c(=O)c(OC)c(C(C)=O)c6c5c(c1CC=6C)c2c34,-19.1%
CNc1nc(-c2ccc(C(=O)N(C)C)cc2)nc2ccccc12,-5.6%
COc1ccc(C(=O)N2CCC3(CCCN(Cc4ccccc4)C3)CC2)cc1,3.5%
CS(=O)(=O)Nc1cccc(-c2cc(NCc3ccccc3)ncn2)c1,-3.3%
CC12CCC3c4ccc(OCc5ccccc5)cc4CCC3C1CC(O)C2O (centres undefined),-12.1%
CCCCCCCCc1[se]c2ccccc2c1[Se]c1ccccc1,3.5%
O=c1cc(-c2cccc(O)c2O)oc2ccccc12,?
COC(=O)C[C@H]1c2ccccc2C2=C(C[C@@H](C)[C@H]3C(=O)N(c4ccccc4)C(=O)[C@@H]23)N1C(=O)OC,5.1%&6.5%[12.9 µM]
COC(=O)c1ccc(C(NC(=O)OCc2ccccc2)/C(=C/[C@@H](C)C(=O)NCC2CC2)c2cccnc2)cc1 (some centres undefined),2.3%
Cc1ccc(S(=O)(=O)OC[C@@H]2CN3[C@H](c4ccc(Br)cc4)[C@H](C)CC[C@H]3C(=O)O2)cc1,-4.9%[12.9 µM]
COc1ccc(NC(=O)N2CCCC3(CCN(S(=O)(=O)c4ccccc4)CC3)C2)cc1,-17.6%
O=C(N/N=C1/C[C@@H](O)[C@@H](O)[C@@H]2[C@@H]3C(=O)N(Cc4ccc5c(c4)OCO5)C(=O)[C@H]3CC[C@H]12)OCc1ccccc1,5.4%[12.9 µM]

# A different layout for some results above:
SMILES: CS(=O)(=O)Nc1cccc(-c2cc(NCc3ccccc3)ncn2)c1
  FBPA Giardia inh = -3.3%
SMILES: CC12CCC3c4ccc(OCc5ccccc5)cc4CCC3C1CC(O)C2O (centres undefined)
  FBPA Giardia inh = -12.1%

# The list continues:
SMILES,FBPA Giardia inh
CN1CCN(c2nc(-c3ccccc3C(F)(F)F)nc3ccccc23)CC1,-4.4%
COC(=O)NC(c1ccccc1)[C@]1(C(C)=O)CCCC1=O (some centres undefined),0.8%[12.9 µM]
C[C@@H](CCCCC(=O)Nc1ccc(C(F)(F)F)cc1)NCCc1cnc[nH]1,4.7%
CC[C@H](C)C(=O)O[C@@H]1C[C@H](C)C=C2C=C[C@H](C)[C@@H](CC[C@H]3C[C@@H](O)CC(=O)O3)[C@H]21,-1.2%[21.7 µM]
COC(=O)c1ccc(C23CC2(C(NP(=O)(c2ccccc2)c2ccccc2)c2ccccc2)C3)cc1 (centres undefined),-7.1%
COc1ccccc1CNc1ccnc(-c2ccccc2OC)n1,-12.9%
Cc1noc(C)c1C(=O)N1CCC[C@@]2(CCN(Cc3nccs3)C2)C1,0.3%
C=C1C2CC[C@@]3(C)C(c4ccoc4)OC(=O)C[C@@]13OC1CC(=O)C(C)(C)C(C(O)C(=O)OC)[C@]12C (some centres undefined),-5.5%
COc1ccccc1N1CCN(CCCCNC(=O)c2ccc(-c3ccc(C(C)=O)cc3)cc2)CC1,9.2%
CCNc1ncc2nc(-c3cccs3)c(=O)n(CCC#N)c2n1,-16.2%
COC(=O)CNC(=O)[C@@]1(C)C=C[C@@H](Cc2ccccc2)N1C(=O)OC,-0.8%
O=C(O)COc1ccc(OCCNC[C@@H](O)COc2ccccc2)cc1,-4.9%
CN(Cc1ccco1)c1cc(-c2ccccc2Cl)ncn1,-11.9%
CN(C)c1ncc2ncc(=O)n(C3CC3)c2n1,2.0%
C=C1[C@@H]2C[C@@]3([C@H]1O)[C@H]1C[C@@H]4[C@@]5(C)CC[C@H](O)[C@]4([C@H]1N(CC)C5)[C@H]3C[C@H]2O,-9.8%[21.7 µM]
C/C(CCN1CCc2nc(-c3ccccc3)c(-c3ccccc3)cc2C1)=N\O[C@@H](C)c1cn([C@@H]2COC[C@@H]2O)nn1,-2.4%[12.9 µM]
N#Cc1ccc2c(c1)N(CCCN1CCC(O)CC1)c1ccccc1S2,3.2%
COc1cc(O)c(C(=O)/C=C\c2ccc3c(c2)OCO3)c(OC)c1,-0.9%[12.9 µM]
CCCCC1=CC2=C(OC(C)=O)C(=O)C(C)(OC(=O)CCC(=O)OC)C(=O)C2=CO1 (centres undefined),-2.0%
CC(=O)OC1CC(O)C(C)(C)C2CC(OC(C)=O)[C@]3(C)C(CC[C@@]4(C)C(c5ccoc5)OC(=O)C5OC534)[C@]12C (some centres undefined),0.0%
COC(=O)C/C=C\[C@@H](C)[C@@H]1C=C[C@H](OC(C)=O)[C@H](COC(C)=O)O1,1.0%[12.9 µM]
CNC[C@H](O)[C@H](O)[C@H](O)[C@H](O)CO,3.1%[21.7 µM]
CC(=O)N1CCC[C@@]2(CCN(c3ncccn3)C2)C1,3.6%
C=CC1=C(C(=O)O)N2C(=O)[C@@H](NC(=O)/C(=N\OCC(=O)O)c3csc(N)n3)[C@@H]2SC1,-20.8%[21.7 µM]
CCC[C@@H]1C[C@@]1(CCC)C(NC(=O)c1cccs1)c1ccc(Cl)cc1 (some centres undefined),-0.7%
C=C[C@@H](C)[C@](C)(O)c1ccccc1,-1.3%
COC(=O)[C@@H](NC(=O)N1CCc2nc(-c3ccc(OC)cc3C)c3c(c2C1)CO[C@@H](c1ccccc1)C3)C(C)C,0.2%[12.9 µM]
CC(C)C[C@@H](CC(=O)N[C@@H](CCCN)CC(=O)N[C@@H]1CCNC[C@H]1C(=O)N[C@H](CC(=O)N[C@@H](CCC(=O)O)CC(=O)O)CC(C)C)NC(=O)[C@@H]1CCCC[C@H]1N,-21.4%
COC(=O)c1ccc(C(NC(=O)OCc2ccccc2)/C(=C/[C@@H](C)C(=O)NCCc2c[nH]c3ccccc23)c2cccnc2)cc1 (some centres undefined),-1.4%
Cc1nc2cnc(Oc3cccc(Cl)c3)nc2n(C[C@H]2CCCO2)c1=O,0.0%
c1cncc(-c2ccc3ncnc(N4CCNCC4)c3c2)c1,-5.0%
CCCCC/C=C\C/C=C\C/C=C\C/C=C\CCCC(=O)NCCO,5.3%&-4.0%&4.2%
N[C@@H](C(=O)O)c1ccc(O)c(C(=O)O)c1,10.2%&-0.8%
c1csc(CNc2nc(-c3ccc4c(c3)OCO4)nc3ccccc23)c1,-26.7%
CC(=O)C[C@H](c1ccc([N+](=O)[O-])cc1)c1c(O)c2ccccc2oc1=O,-2.0%[21.7 µM]
COc1ccccc1CNc1ncnc2ccc(-c3cccnc3)cc12,0.4%
COC1=C(OC)C(=O)C(C/C=C(\C)CC/C=C(\C)CC/C=C(\C)CC/C=C(/C)CC/C=C(\C)CC/C=C(\C)CC/C=C(\C)CC/C=C(\C)CC/C=C(\C)CCC=C(C)C)=C(C)C1=O,4.2%
CC1(C)SC2C(NC(=O)C(C(=O)O)c3ccccc3)C(=O)N2C1C(=O)O (centres undefined),-9.6%
O=C(c1cccc(F)c1)N1CCC2(CC1)CCN(C(c1ccccc1)c1ccccc1)CC2,-7.5%
CCOC(=O)CCN1C(=O)[C@H]2[C@H]3[C@H](O)[C@H](O)C/C(=N/OC/C=C(\C)CCC=C(C)C)[C@H]3CC[C@@H]2C1=O,0.9%[12.9 µM]
CCN1C[C@]2(COC)CC[C@H](O)[C@@]34[C@@H]5C[C@H]6[C@@H](OC)[C@H]5[C@](O)(C[C@@H]6OC)[C@@](O)([C@@H](OC)[C@H]23)[C@@H]14,-1.1%[21.7 µM]
COC(=O)CCC(=O)OC1(C)C(=O)C=C2C=C(C3CC3)N(c3ccc(CO)cc3)C=C2C1=O (centres undefined),?
COc1ccc(Oc2ncc3nc(-c4ccccc4)c(=O)n(Cc4cccs4)c3n2)cc1,-3.7%
CC(C)(C)OC(=O)C(Br)CCBr (centres undefined),-9.4%
O=C(c1cnccn1)N1CCC2(CCCN(C(c3ccccc3)c3ccccc3)C2)CC1,0.0%
COc1ccc(Cl)cc1-c1ccc(C(=O)O)s1,19.4%[89.2 µM]
CC(N)[C@H](O)c1ccccc1 (some centres undefined),-5.5%
CC(C)[C@@H](N)C(=O)O,-7.3%
CC(=O)ON(C(C)=O)S(=O)(=O)c1ccc(Cl)cc1,-29.1%
Cn1c(=O)cnc2cnc(Oc3ccccc3)nc21,-7.2%
COc1ccc(-n2c(=O)c(C)nc3cnc(N4CCNCC4)nc32)cc1,-12.4%
CC(C)=NOCc1ccc(-c2cn([C@@H]3COC[C@@H]3O)nn2)cc1,-1.1%[12.9 µM]
CN1[C@@H](CC(=O)c2ccccc2)CCC[C@@H]1C[C@@H](O)c1ccccc1,-1.3%[21.7 µM]
CCN(CC)CCCCn1c(-c2ccccc2)nc2c(NCc3ccccc3)nc(C)nc21,6.9%
Cc1cnc(CNc2nc(-c3ccoc3)nc3ccccc23)cn1,-21.1%
c1csc(CN2CC3(CCNCC3)C2)n1,9.9%
CCCCC[C@H](O)/C=C/[C@H]1OC(O)C[C@H](O)[C@@H]1C/C=C\CCCC(=O)O (some centres undefined),1.4%
NC(=O)[C@@H]1CCCN1,-1.6%
CCC1(CC)C(=O)C2=C3C1[C@H](C(=O)OC)CC(C(=O)OC)C[C@H]3[C@H]1C(=O)N(C)C(=O)[C@H]1[C@H]2C (some centres undefined),-0.7%
O=c1c(-c2cc(F)cc(F)c2)nc2cnc(N3CCNCC3)nc2n1-c1ccccc1,3.9%
# Next part.
SMILES,FBPA Giardia inh
C[C@@H](c1ccccc1)N1C(=O)[C@H]2[C@@H]3[C@H](O)[C@H](O)CC(=O)[C@H]3CC[C@H]2C1=O,-0.4%&-1.6%[12.9 µM]
CN(C)C(=O)c1ccc(-c2cncnc2Nc2ccc(F)cc2)cc1,6.2%
CC(C)CC1NC(=O)C(CCCN)NC(=O)C(C(C)C)NC(=O)C2CCCN2C(=O)C(Cc2ccccc2)NC(=O)C(CC(C)C)NC(=O)C(CCCN)NC(=O)C(C(C)C)NC(=O)C2CCCN2C(=O)C(Cc2ccccc2)NC1=O (centres undefined),4.8%
c1ccc(N2CCN(CCCOc3ccc4c(c3)OCO4)CC2)cc1,8.3%
CC(C)c1ccc2c(c1)CCC1C(C)(C(N)=O)CCCC21C (centres undefined),-1.0%
C=CC(C1=CC(=O)C(OC)=CC1=O)c1ccc(OC)cc1 (centres undefined),19.9µM*
